Screening data as filed in PubChem BioAssay.
SSB-PriA inh: K. pneumoniae PriA-SSBct interaction inhibition. 430,000 tested, 0.6% active. inhibition, % at 33 µM. AID 1272365. AlphaScreen SSBct-PriA binding, biotinylated peptide; in the data active = inhibition mostly above about 37%, no sharp cut-off; inactive = mostly below about 20%;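 note: plate controls were negative control peptide for no effect and reference peptide for full effect; strong numbers were not always called active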
GDH-TPI inh: counter-screen for M. tuberculosis FBA inhibitors: GDH-TPI coupled enzymes. GDH-TPI coupled enzyme counterscreen, NADH absorbance. inhibition, % at 4.8 µM. 360,000 tested, 1.2% active. AID 588335; in the data active = inhibition above about 30%;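 note: 0% = DMSO wells and 100% = wells lacking the enzyme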
Rv3671c inh: inhibitors of M. tuberculosis serine protease Rv3671c. 320,000 tested, 0.048% active. inhibition, % at 5.96 µM. P9WHR9. AID 2606; in the data active = inhibition above about 38%;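 note: extracellular domain of Rv3671c used as enzyme; 0% = enzyme with DMSO and 100% = no enzyme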
Target sequence (P9WHR9 whole entry, looked up, the tested form may be a part): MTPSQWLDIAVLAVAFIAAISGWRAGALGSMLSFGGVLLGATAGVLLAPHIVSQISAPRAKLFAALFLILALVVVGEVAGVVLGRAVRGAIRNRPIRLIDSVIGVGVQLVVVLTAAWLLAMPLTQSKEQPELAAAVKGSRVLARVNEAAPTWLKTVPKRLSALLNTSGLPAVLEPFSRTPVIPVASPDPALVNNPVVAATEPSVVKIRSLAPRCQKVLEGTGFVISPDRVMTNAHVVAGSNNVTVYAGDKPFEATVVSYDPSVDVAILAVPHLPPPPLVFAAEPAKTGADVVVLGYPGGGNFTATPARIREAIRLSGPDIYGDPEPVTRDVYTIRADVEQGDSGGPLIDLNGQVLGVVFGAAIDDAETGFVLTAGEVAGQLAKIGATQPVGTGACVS
UGM FP inh: Mtb UDP-galactopyranose mutase inhibition | P9WIQ1 | purified UGM, fluorescence polarization probe displacement | inhibition, % at 10 µM | 320,000 tested, 0.06% active | AID 504406; in the data active = inhibition above about 10%, passing the limit was not always enough
FBA Mtb inh: inhibitors of M. tuberculosis fructose-bisphosphate aldolase; P9WQA3; purified M. tuberculosis FBA, fluorescence read-out; inhibition, % at 1 µM; 360,000 tested, 2.3% active; in the data active = inhibition above about 27%;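 note: 0% = vehicle and 100% = reference inhibitor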
Target sequence (P9WQA3 whole entry, looked up): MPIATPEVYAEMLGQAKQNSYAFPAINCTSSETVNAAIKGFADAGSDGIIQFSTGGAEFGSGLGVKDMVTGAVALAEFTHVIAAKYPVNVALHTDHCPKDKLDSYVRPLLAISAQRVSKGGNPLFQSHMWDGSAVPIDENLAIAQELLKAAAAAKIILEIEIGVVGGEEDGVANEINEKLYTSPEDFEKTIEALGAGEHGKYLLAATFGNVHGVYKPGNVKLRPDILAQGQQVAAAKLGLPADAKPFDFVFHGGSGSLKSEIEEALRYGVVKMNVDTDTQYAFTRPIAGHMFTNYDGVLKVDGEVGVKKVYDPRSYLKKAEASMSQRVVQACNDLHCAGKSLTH
Vc quorum ag: induces V. cholerae light production without autoinducers; V. cholerae BH1578 lux reporter, luminescence, 6 h; AID 588436; 350,000 tested, 0.16% active; activation, % at 18.7 µM; in the data active = activation mostly above about 9.7%, no sharp cut-off; note: not every result past the cut was called active; inactives centre near 0; reference of the scale not given here
MazF activator: MazEF (E. coli) toxin RNase activation. P0AE70. FAM/BHQ RNA-DNA oligo cleavage fluorescence, 5 h. activation, % at 20 µM. 350,000 tested, 0.32% active; in the data active = activation above about 50%
Target sequence (P0AE70 whole entry, looked up): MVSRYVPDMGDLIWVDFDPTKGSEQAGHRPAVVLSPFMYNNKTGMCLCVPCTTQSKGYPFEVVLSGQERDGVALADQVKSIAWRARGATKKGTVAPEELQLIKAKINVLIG
Mtb BioA inh: blocks M. tuberculosis BioA enzyme activity; purified M. tuberculosis BioA enzyme, plate reader; inhibition, % at 9.99 µM; 360,000 tested, 0.096% active; AID 602481; in the data active = inhibition above about 40%
DUSP3 inh: DUSP3 (human) phosphatase inhibition; 290,000 tested, 0.52% active; P51452; recombinant VHR phosphatase, pNPP absorbance; AID 1654; inhibition, % at 13.3 µM; in the data active = inhibition above about 50%; note: some compounds called inactive have numbers as strong as hits
3CLpro inhibitor: SARS-CoV 3CLpro protease inhibition. P0C6X7. recombinant SARS-CoV 3CLpro, quenched FRET peptide cleavage. inhibition, % at 6 µM. 290,000 tested, 0.14% active; in the data active = inhibition above about 12%
* hit, by the source's call; i = inactive; / = not tested or not shown. Not all compounds are listed; the hit share may differ from the screen's.

1	CCOc1ccccc1C(=O)NCC(=O)OCC(=O)c1c(N)n(C)c(=O)n(C)c1=O
2	O=C(O)c1ccc(S(=O)(=O)N(Cc2ccccc2)Cc2ccccc2)cc1
3	COc1ccc(NC(=O)C(C)SCc2ccccc2)cc1OC (centres undefined)
4	CN(CC(=O)N1CCN(Cc2ccccc2)CC1)C(=O)Cc1cccc2ccccc12
5	COc1cccc(NC(=O)c2ccc(NC(=O)C(C)C)cc2)c1
6	O=C(O)CCN1C(=O)/C(=C2\C(=O)N(Cc3ccccc3Cl)c3ccccc32)SC1=S
7	COc1ccc2ccccc2c1C(O)c1nccn1C (centres undefined)
8	COc1cc(C2C3=C(CC(C)(C)CC3=O)N(C)C3=C2C(=O)CC(C)(C)C3)cc(Br)c1O

assay / compound,1,2,3,4,5,6,7,8
SSB-PriA inh,2,-3,-12,-1,-7,/,-13,-5
GDH-TPI inh,-1,-3,1,8,0,8,1,10
Rv3671c inh,-2,5,5,2,-3,/,13,2
UGM FP inh,3.0,1.4,-2.1,-1.8,-1.2,-3.0,39*,2.9
FBA Mtb inh,4,-1,0,0,-2,10,6,3
Vc quorum ag,-0.5,-0.6,1.5,0.6,i,-5.6,-0.2,0.9
MazF activator,-3,-6,1,7,4,/,-260,-16
Mtb BioA inh,-0.5,/,-1.4,3.1,/,-1.2,-30,-0.7
DUSP3 inh,/,-15,4,/,-10,/,19,11
3CLpro inhibitor,/,6,-2,/,-1,4,-1,6

9	Cc1cccn2c(=O)c3cc(S(=O)(=O)c4ccccc4)c(=N)n(Cc4cccnc4)c3nc12
10	Cc1ccccc1NC(=O)c1cccc(C(=O)Nc2ccccc2C)c1
11	Cc1cc(C(=O)N2CCC2(C)C(=O)O)c(C)o1 (centres undefined)
12	C=C(C)C(=O)N1CC2(CC(c3cccc(NC(=O)CC)c3)=NO2)C[C@H]1C(N)=O (some centres undefined)
13	O=C(Cn1cc(Cl)c([N+](=O)[O-])n1)NCCC1=CCCCC1
14	Cc1ccc(N2CCN(C(=O)c3ccccc3NC(=O)/C=C\C(=O)O)CC2)cc1
15	CCC(C)Nc1nc2c(C)cccn2c(=O)c1C=Nc1ccc(OC)cc1 (centres undefined)
16	CN(C)c1nc(-c2cn(CCC#N)c3ccccc23)cs1

assay / compound,9,10,11,12,13,14,15,16
SSB-PriA inh,-5,-6,/,24,-12,-1,7,15
GDH-TPI inh,11,19,-3,-7,-2,-5,0,1
Rv3671c inh,-2,4,/,-6,-2,5,-2,6
UGM FP inh,2.1,2.1,/,-0.2,-0.4,2.5,-3.2,2.6
FBA Mtb inh,4,14,6,-1,-1,1,9,-1
Vc quorum ag,i,-0.8,-0.4,-8.3,-0.2,4.2,i,-0.3
MazF activator,-12,2,/,1,7,4,4,-3
Mtb BioA inh,-3.0,/,-1.0,-2.1,-1.1,0.1,/,-0.1
DUSP3 inh,13,/,/,-12,42,-4,10,41
3CLpro inhibitor,-3,/,/,/,-1,4,-5,-13

Of the compounds above, 2 have a Cl atom:
6	O=C(O)CCN1C(=O)/C(=C2\C(=O)N(Cc3ccccc3Cl)c3ccccc32)SC1=S
13	O=C(Cn1cc(Cl)c([N+](=O)[O-])n1)NCCC1=CCCCC1

assay / compound,6,13
SSB-PriA inh,/,-12
GDH-TPI inh,8,-2
Rv3671c inh,/,-2
UGM FP inh,-3.0,-0.4
FBA Mtb inh,10,-1
Vc quorum ag,-5.6,-0.2
MazF activator,/,7
Mtb BioA inh,-1.2,-1.1
DUSP3 inh,/,42
3CLpro inhibitor,4,-1

Next part:
17	Cc1cc(Cl)ccc1OCC(=O)OCC(=O)NC1CCCC1
18	Clc1cccc(CN2CCCCC2c2cccnc2)c1 (centres undefined)
19	CCCC(C(=O)N1CCOCC1)N1C(=O)C2C3C=CC(C3)C2C1=O (centres undefined)
20	O=C(CSc1nncc2ccccc12)N1CCCCC1
21	CC(=O)Nc1cccc(NC(=O)c2cc3ccccc3o2)c1
22	O=C(Nc1cccc(F)c1)OC(CN1CCCCC1)C(F)(F)F (centres undefined)
23	CCOCCCNC(=O)/C(C#N)=C/c1ccc([N+](=O)[O-])o1
24	CN(C)C(=O)/C=C\c1cn(-c2ccccc2)nc1-c1ccc2c(c1)OCCO2

assay / compound,17,18,19,20,21,22,23,24
SSB-PriA inh,-1,-7,-4,-23,-13,-18,-4,-11
GDH-TPI inh,0,7,11,7,5,7,46*,12
Rv3671c inh,1,-6,2,-11,-11,-4,-37,-19
UGM FP inh,0.6,-0.7,-1.3,2.4,0.3,-1.5,0.1,-4.1
FBA Mtb inh,-2,3,2,3,0,2,1,-2
Vc quorum ag,i,0.0,-11,i,-0.2,-0.6,-0.2,i
MazF activator,0,0,0,-9,0,-3,0,-5
Mtb BioA inh,-1.4,0.3,-2.0,/,/,3.2,9.0,/
DUSP3 inh,/,-13,1,23,-9,25,-9,17
3CLpro inhibitor,/,-1,3,4,0,1,1,3

25	CC(=NCCN1CCN(C(C)=C2C(=O)c3ccccc3C2=O)CC1)C1=C(O)CC(C)(C)CC1=O
26	O=C(CSc1nc2[nH]ncc2c(=O)[nH]1)NCc1ccccc1
27	O=C(CN1CCCC1)Nc1c(C(=O)C2CC2)oc2ccccc12
28	Cc1cc(NC(=O)NC2CCCN2S(=O)(=O)c2ccc(Cl)cc2)no1 (centres undefined)
29	Cc1cc(/C=C2\SC(=S)NC2=O)cc(C)c1O
30	Cc1cc(C)c(NC(=O)CNC(=O)CNC(=O)C2CCCCC2)c(C)c1
31	CC(=O)N1N=C(c2ccccc2)CC1c1cccs1 (centres undefined)
32	O=C(O)c1cccc(NC(=O)N2C[C@H]3C[C@@H](C2)c2cccc(=O)n2C3)c1

assay / compound,25,26,27,28,29,30,31,32
SSB-PriA inh,-3,-17,-7,-6,-3,-14,-3,/
GDH-TPI inh,-1,-2,10,1,8,8,5,-4
Rv3671c inh,2,-5,-2,10,-34,5,/,-3
UGM FP inh,-1.7,-1.9,-1.1,-1.4,7.8,-1.1,-0.2,-3.3
FBA Mtb inh,-1,-2,3,-1,-2,-2,9,2
Vc quorum ag,-0.6,-0.4,-1.0,-0.9,i,-8.7,i,-0.3
MazF activator,1,-1,-3,-2,-410,6,0,14
Mtb BioA inh,0.6,-2.4,/,0.6,-4.0,-0.9,-1.3,-0.2
DUSP3 inh,-11,-3,-22,-2,19,/,16,4
3CLpro inhibitor,1,3,-2,1,1,/,2,-2

33	CN(Cc1cnc2nc(N)nc(N)c2n1)c1ccc(C(=O)NC(CCC(=O)O)C(=O)O)c2ccccc12 (centres undefined)
34	CCCN(CC(=O)Nc1ccccc1C)C(=O)C1CCCN(C(=O)c2ccc(Cl)cc2)C1 (centres undefined)
35	Cc1cc(NC(=O)CCN2C(=O)/C(=C/c3ccccc3F)SC2=S)no1
36	O=C(COC(=O)c1ccc(F)cc1)Nc1nc2ccc([N+](=O)[O-])cc2s1
37	COc1ccc(-c2noc(CN3C(=O)c4ccccc4C3=O)n2)cc1
38	COc1ccc(N2CC(C(=O)Nc3ccc4c(c3)OCCO4)CC2=O)cc1 (centres undefined)
39	Cc1noc2ncnc(SCc3ccc(C(F)(F)F)cc3)c12
40	c1ccc(Oc2cccc(CN3CCCCC3)c2)cc1

assay / compound,33,34,35,36,37,38,39,40
SSB-PriA inh,-17,2,/,-13,-26,-7,-19,-19
GDH-TPI inh,18,-3,/,12,-6,3,2,3
Rv3671c inh,/,-1,3,-17,3,-3,4,-5
UGM FP inh,/,-1.2,-0.3,2.3,-0.4,-1.4,-0.2,-0.7
FBA Mtb inh,12,-2,/,-1,-1,4,-1,-1
Vc quorum ag,i,-0.8,/,i,-0.2,-0.5,-0.4,-1.6
MazF activator,-4,7,/,20,11,2,-7,-3
Mtb BioA inh,/,-1.0,/,/,1.0,-1.4,0.6,1.3
DUSP3 inh,/,/,14,17,-5,-8,18,27
3CLpro inhibitor,/,/,3,1,6,-3,-4,1

Ordered by number of heavy atoms (falling): some entries from above.
33	CN(Cc1cnc2nc(N)nc(N)c2n1)c1ccc(C(=O)NC(CCC(=O)O)C(=O)O)c2ccccc12 (centres undefined)
34	CCCN(CC(=O)Nc1ccccc1C)C(=O)C1CCCN(C(=O)c2ccc(Cl)cc2)C1 (centres undefined)
39	Cc1noc2ncnc(SCc3ccc(C(F)(F)F)cc3)c12

assay / compound,33,34,39
SSB-PriA inh,-17,2,-19
GDH-TPI inh,18,-3,2
Rv3671c inh,/,-1,4
UGM FP inh,/,-1.2,-0.2
FBA Mtb inh,12,-2,-1
Vc quorum ag,i,-0.8,-0.4
MazF activator,-4,7,-7
Mtb BioA inh,/,-1.0,0.6
DUSP3 inh,/,/,18
3CLpro inhibitor,/,/,-4

Other results follow:
41	O=C(O)c1ccc(Nc2cnc3ccccc3n2)cc1
42	O=C(Cc1ccccc1[N+](=O)[O-])NCC(O)c1ccc2c(c1)OCO2 (centres undefined)
43	O=C(Nc1ccc2c(c1)OCO2)c1cc(-c2ccccc2Cl)on1
44	COc1cc2c(cc1OC)C(c1ccccc1)N(C(=O)c1ccccc1)CC2 (centres undefined)
45	Cc1ccc(-n2nc(C)c3onc(C)c3c2=O)cc1
46	CC1CCCN(C(=O)COc2ccc(-c3ccccc3)cc2)C1 (centres undefined)
47	O=[N+]([O-])c1ccc(N2CCN(c3ccc(O)cc3)CC2)cn1
48	Cn1c(=O)c2ccccc2n(CC(=O)NC2CCCC2)c1=O

assay / compound,41,42,43,44,45,46,47,48
SSB-PriA inh,1,7,-2,-12,-3,-15,6,-7
GDH-TPI inh,15,6,-3,-9,-6,4,15,-5
Rv3671c inh,0,/,-17,7,-3,-10,5,-5
UGM FP inh,-2.6,/,-4.8,-1.5,0.9,3.2,2.8,-0.3
FBA Mtb inh,-3,-2,7,-5,-1,-3,-3,1
Vc quorum ag,-0.2,i,-0.8,-0.3,0.0,i,i,i
MazF activator,-4,4,24,5,3,-7,-2,-20
Mtb BioA inh,/,/,-2.1,2.2,/,-0.1,/,0.1
DUSP3 inh,18,/,-3,18,3,41,49,22
3CLpro inhibitor,1,/,2,0,-1,1,4,-4

49	CCOC(=O)c1cnc2ccc(Br)cc2c1NCCO
50	Cc1cc(N2O[C@]34C=C[C@]25C[C@@H](O)CC[C@]5(C)C3CC[C@]2(C)[C@@H]([C@H](C)/C=C/[C@H](C)C(C)C)CC[C@H]24)no1 (some centres undefined)
51	COC(=O)Cc1ccc(NC(=S)NCC(C)C)cc1
52	CCCCC(c1nnnn1CC1CCCO1)N1CCN(Cc2ccccc2)CC1 (centres undefined)
53	CC1(C)CC(=O)C2=C(C1)NC(SCC(N)=O)=C(C#N)C21CCCCC1

assay / compound,49,50,51,52,53
SSB-PriA inh,-22,-2,1,-5,0
GDH-TPI inh,1,2,-1,0,16
Rv3671c inh,-6,/,-2,1,-4
UGM FP inh,-1.6,/,3.5,-0.6,-3.8
FBA Mtb inh,-4,3,1,5,2
Vc quorum ag,i,-0.7,/,/,i
MazF activator,-9,5,2,0,-7
Mtb BioA inh,-2.7,-0.7,/,6.3,-1.0
DUSP3 inh,-17,/,-2,0,3
3CLpro inhibitor,3,/,5,1,6
